# VP16 counter – Gal4-VP16 reporter inhibition counter-screen; Drosophila S2 Gal4-VP16 UAS-luciferase, luminescence, 20 h; Potency, µM (doses to about 53.6 µM), for the others: top-dose activity, negative = inhibition, hits mostly inhibitors; 310,000 compounds, 3.5% hits; AID 2546;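 further: Gal4-VP16 expression switched on by copper sulfate through the metallothionein promoter; on the % scale 0 is the no-effect control and ±100 the full control effect; nearly all actives have a fitted effect of over 50% in size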
# BRCA1 expr act – activators of BRCA1 expression | MCF7-BRCA1-FFLuc reporter, luminescence, 48 h; response scale: scaled: vehicle 0%, 10 µM genistein 100% | Potency, µM (titrated, usually from 46.1 µM), for inactives: at the highest dose activation, hits mostly activators | 380,000 compounds, 1.1% hits; further: nearly all actives have a fitted effect of over 80% in size; some results filed as inactive show a strong effect at the top dose
#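 Luminescence from a BRCA1-driven firefly luciferase in MCF7 cells was the read-out, taken 15 min after substrate addition following 48 h compound exposure at 37 °C. Data were normalized to a 10 microM genistein control and DMSO vehicle.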
# ELG1 genotox – inducers of genotoxicity in HEK293T ELG1-luciferase cells. HEK293T ELG1-luciferase reporter, luminescence, 16 h. Potency, µM (titrated, usually from 46 µM), inactives show at the highest dose activity change, positive = activation, usual class: activators. 330,000 compounds, 1.3% hits. AID 504466; further: % of control where 0% means no effect; nearly all actives have a fitted effect of over 60% in size
#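 After overnight (16 hr) compound treatment at 37 °C, ELG1-luciferase HEK293T cells were lysed with ONE-Glo; luminescence quantified 30 min later at room temperature.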
# FLuc modulator – firefly luciferase modulation, counter-screen for miR-21 project | Potency, µM (series often up to 57.5 µM), for inactives: top-dose activity change, negative = inhibition, usual class: inhibitors | purified FLuc, Km substrates, luminescence inhibition | AID 588342 | P08659 | 360,000 compounds, 6.9% hits;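 further: plate controls were vehicle for no effect and reference inhibitor for full effect; nearly all actives have a fitted effect of over 55% in size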
# Target sequence (P08659 whole entry, looked up): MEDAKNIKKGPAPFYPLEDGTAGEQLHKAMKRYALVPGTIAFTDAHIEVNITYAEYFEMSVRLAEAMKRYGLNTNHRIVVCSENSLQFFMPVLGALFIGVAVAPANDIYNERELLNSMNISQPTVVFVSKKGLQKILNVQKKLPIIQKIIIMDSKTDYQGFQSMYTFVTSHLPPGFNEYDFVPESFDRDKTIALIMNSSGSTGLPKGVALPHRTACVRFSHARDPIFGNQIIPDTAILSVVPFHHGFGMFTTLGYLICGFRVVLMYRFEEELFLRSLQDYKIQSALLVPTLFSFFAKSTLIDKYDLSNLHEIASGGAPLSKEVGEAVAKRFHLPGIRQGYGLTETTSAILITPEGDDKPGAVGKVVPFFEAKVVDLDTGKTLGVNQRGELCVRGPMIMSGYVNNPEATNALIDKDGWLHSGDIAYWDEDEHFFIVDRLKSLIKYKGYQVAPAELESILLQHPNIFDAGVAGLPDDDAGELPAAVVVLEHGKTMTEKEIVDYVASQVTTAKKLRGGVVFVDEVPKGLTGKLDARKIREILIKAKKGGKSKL
#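 Biochemical qHTS of compounds, final roughly 60 µM downward over six points, against 10 nM purified firefly luciferase using Km concentrations of substrates (10 uM D-luciferin, 10 uM ATP) in Tris acetate pH 7.5 buffer; luminescence output.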
# uPA generation – inhibitors of cell surface uPA generation. cell surface uPA generation assay, qHTS. Potency, µM (top dose mostly 38.3 µM), for the others: at the top dose activity change, negative = inhibition, actives largely listed as inhibitors. 330,000 compounds, 0.31% hits. AID 540303; active means well fitted inhibition curve with a large enough effect; inconclusive means small, poorly fitted or top-dose-only effect; inactive means no such curve, though single readings can be large or run the other way; tested in mouse RAW 264.7 cells; further: on the % scale 0 is the no-effect control and ±100 the full control effect; nearly all actives have a fitted effect of over 55% in size
# RORgamma inh – inhibitors of mouse ROR gamma transcriptional activity | Drosophila S2 Gal4-RORgamma UAS-luciferase reporter, 20 h | Potency, µM (top dose mostly 53.6 µM), for inactives: top-dose activity change, negative = inhibition, usual class: inhibitors | AID 2551 | P51450 | 310,000 compounds, 5.4% hits; further: on the % scale 0 is the no-effect control and ±100 the full control effect; nearly all actives have a fitted effect of over 60% in size
#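 Compounds are pin-transferred onto Drosophila Schneider cells expressing a copper-inducible Gal4–ROR gamma transactivation domain fusion. After 1 hr, copper sulfate is added to 700 uM final; luciferase is read 20 hr later.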
# Rab9 promoter act – activators of Rab9 promoter. Huh7 Rab9 promoter-luciferase reporter, luminescence, 24 h. Potency, µM (series often up to 9.22 µM), without a hit: at the highest dose activation, negative = inhibition, hits mostly activators. 320,000 compounds, 2.8% hits; further: % of control where 0% means no effect; nearly all actives have a fitted effect of over 60% in size
#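 Measured in stably transfected Huh7 cells bearing a Rab9 promoter–luciferase construct: 24 h compound treatment at 37 °C, followed by luminescence detection.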
# NPC1 prom act – NPC1 promoter activation; Huh7 NPC1 promoter luciferase reporter, 24 h; Potency, µM (series often up to 9.22 µM), for inactives: top-dose activation, most hits filed as activators; 320,000 compounds, 2.4% hits;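 further: % of control where 0% means no effect; nearly all actives have a fitted effect of over 60% in size; reporter is driven by a mutant NPC1 promoter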
#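 Compounds in DMSO were transferred onto Huh7 NPC1-luciferase reporter cells pre-incubated 2 h; after 24 h at 37 °C, Amplite reagent was dispensed and luminescence recorded 10 min later.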
# MBNL1-CUG inh – blocks human MBNL1 binding to CUG repeat RNA | 280,000 compounds, 0.036% hits | Q9NR56 | AID 2675 | Potency, µM (top dose mostly 57.5 µM), for inactives: top-dose activity change, negative = inhibition, most hits filed as inhibitors | TR-FRET MBNL1-His/biotin-(CUG)12 binding, 665/545 ratio; active means well fitted inhibition curve with a large enough effect in the signal ratio, with a control signal flat, not every such curve was filed as active; inconclusive means small, poorly fitted or top-dose-only effect, or effect the other way, or a change in a side signal; inactive means no such curve, though single readings can be large or run the other way; the % refers to the signal ratio; further: on the % scale 0 is the no-effect control and ±100 the full control effect
# Target sequence (Q9NR56 whole entry, looked up): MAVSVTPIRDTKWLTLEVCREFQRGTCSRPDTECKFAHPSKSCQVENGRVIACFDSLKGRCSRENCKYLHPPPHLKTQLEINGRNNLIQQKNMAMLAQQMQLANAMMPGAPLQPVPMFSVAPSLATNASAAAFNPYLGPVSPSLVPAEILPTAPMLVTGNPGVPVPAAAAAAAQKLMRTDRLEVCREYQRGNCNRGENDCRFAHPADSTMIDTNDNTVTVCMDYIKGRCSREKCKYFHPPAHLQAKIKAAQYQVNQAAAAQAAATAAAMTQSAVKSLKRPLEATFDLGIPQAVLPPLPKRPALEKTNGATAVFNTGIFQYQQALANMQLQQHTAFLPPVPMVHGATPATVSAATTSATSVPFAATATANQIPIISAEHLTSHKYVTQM
#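 TR-FRET readout: Ex 340 nm, 665/545 nm emission ratio, normalized to buffer-only (basal) and MBNL1-(CUG)12 controls. Complex of MBNL1-His with Biotin-(CUG)12, compounds 92 nM–58 uM, incubated 60 min at room temperature.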
# p53 reactivator – restores transcriptional activity of mutant p53 | H1299 p53-A138V BP100-luciferase reporter, luminescence, 24 h | Potency, µM (top dose mostly 92.2 µM), inactives show at the highest dose activity change, positive = activation, usual class: activators | 320,000 compounds, 0.063% hits; further: % of control where 0% means no effect; nearly all actives have a fitted effect of over 45% in size
#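 p53-null H1299 cells stably carrying temperature-sensitive p53-A138V and a BP100-luciferase reporter were pinned with compounds (4-point, 1:5 series) and held 24 hrs at 37 deg C. Luminescence was read 10 min after detection reagent.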
# * marks the source's active call; other numbers are inactive results; ? = inconclusive; . = no result given; & = joins results of further samples; [ ] = remark or other dose. Unless noted, the call rests on the fitted dose curve; in most records, active means well fitted curve in the direction sought with a large enough effect; inconclusive means small, poorly fitted or top-dose-only effect, or another doubt; inactive means no such curve, though single readings can be large; an effect the other way counts as inactive or inconclusive. Potency means the concentration at half of the fitted maximal effect.
SMILES,VP16 counter,BRCA1 expr act,ELG1 genotox,FLuc modulator,uPA generation,RORgamma inh,Rab9 promoter act,NPC1 prom act,MBNL1-CUG inh,p53 reactivator
CC(=O)c1ccc(N2CCN(C(=O)c3cc(-c4ccncc4)nc4ccc(Cl)cc34)CC2)cc1,-18.0%,-0.1%,-11.3%,?,?,-4.9%,2.5%,13.4%,9.2%,17.3%
N#CCCC12CCCCC1=Nc1ccccc12 (stereo not given),2.6%,-0.7%,2.5%,-0.8%,-1.6%,?,4.1%,-4.2%,-1.6%,-5.1%
Cc1[nH]n(-c2ccccc2)c(=O)c1-c1ccccc1,5.8%,-5.1%,8.8%,-12.1%,-0.2%,48.9%,-5.0%,-2.8%,7.0%,1.0%
O=C(c1cccnc1)N1CCc2ccccc2C1,-1.9%,-9.7%,1.0%,3.4%,-3.9%,-5.2%,3.7%,0.5%,1.5%,3.4%
Cc1noc(C)c1S(=O)(=O)Nc1ccc2c(c1)C(=O)N([C@H](C)CO)C[C@H](C)[C@@H](CN(C)S(=O)(=O)c1ccc(F)cc1)O2,.,6.1%,5.3%,.,-2.6%,.,.,.,.,-5.1%
COc1cccc(/C=N/Nc2nc(N3CCCC3)nc(N3CCCC3)n2)c1O,?,-48.8%,-10.1%,?,2.3%,10µM*,-0.9%,-2.4%,-8.0%,-3.1%
COc1cccc(-c2nc(CS(=O)(=O)CC(=O)NC3CCCCCC3)c(C)o2)c1,6.1%,-14.8%,-4.4%,-0.6%,6.8%,0.0%,0.0%,-1.4%,-1.3%,-2.6%
Cc1ccc2cc(NC(=O)c3ccccc3C)ccc2n1,-2.1%,7.08µM*,?,5.36µM*,-10.0%,-10.8%,3.55µM*,2.82µM*,6.3%,?
O=C1CC(SCCc2nc3ccccc3[nH]2)C(=O)N1c1ccc(F)cc1 (stereo not given),0.2%,-4.6%,2.0%,-0.7%,.,-29.3%,-3.2%,0.8%,11.5%,2.7%
Cc1sc2nc(CN3CCCC3)nc(N3CCN(S(=O)(=O)c4cccc(F)c4)CC3)c2c1C,.,2.4%,-0.1%,3.6%,?,.,-5.1%,-2.5%,.,-9.8%

# Individual results from the results shown:
# In NPC1 prom act, O=C1CC(SCCc2nc3ccccc3[nH]2)C(=O)N1c1ccc(F)cc1 (stereo not given) has the entry 0.8%
# In NPC1 prom act, Cc1sc2nc(CN3CCCC3)nc(N3CCN(S(=O)(=O)c4cccc(F)c4)CC3)c2c1C has the entry -2.5%

# Carrying on:
SMILES,VP16 counter,BRCA1 expr act,ELG1 genotox,FLuc modulator,uPA generation,RORgamma inh,Rab9 promoter act,NPC1 prom act,MBNL1-CUG inh,p53 reactivator
Cc1cc(NC(=O)CSc2nnnn2Cc2ccccc2)no1,-3.8%,14.1%,1.0%,0.8%,1.7%,9.8%,-5.8%,-1.3%,-2.7%,-7.5%
Cc1ccc(NS(=O)(=O)c2cc(-c3cc(C)no3)ccc2C(C)C)nc1,-27.8%,-6.2%,7.7%,0.9%,-3.3%,-8.5%,13.3%,-1.8%,-4.1%,-6.1%
O=S(=O)(Nc1cccc2ccccc12)c1ccccc1,-0.7%,12.5%&7.4%,2.2%,-5.6%,-0.8%,1.0%,7.7%,4.6%,-1.4%,2.6%
CCCCOc1ccc(Cc2n[nH]c(=S)n2N)cc1,-8.8%,6.3%,-4.2%,-2.0%,-9.5%,-1.6%[10 µM],-2.3%,0.0%,.,-16.3%
COC(=O)c1cc(NC2c3ncccc3C(=O)N2Cc2ccccc2)cc(C(=O)OC)c1 (stereo not given),-6.1%,-1.1%,0.9%,6.0%,.,33.5%,-1.9%,-0.8%,-0.1%,-1.6%
COC(=O)c1c(NC(C)=O)sc(C)c1C,0.1%,-9.0%,8.9%,-5.7%,-2.1%,-24.0%,-7.2%,-7.0%,-13.0%,12.9%
CCc1cccc(NS(=O)(=O)c2ccc3c(c2)CCC(=O)N3)c1,-14.0%,-22.6%,-4.1%,2.5%,-2.0%,?,3.0%,0.6%,-7.4%,-0.7%
CC(C)n1c(SCC(=O)Nc2ccc(F)cc2)nnc1C1CC1,-11.1%,1.2%,-0.7%,1.0%,-2.4%,-0.4%,-4.4%,-4.1%,2.0%,-1.4%
N#Cc1ccc(NC(=O)c2cccs2)nc1,0.9%,?,17.3%,?,-1.5%,8.8%,18.6%,28.3%,-9.9%,12.9%
CCC(=O)N1N=C(c2ccc(C)o2)CC1c1ccc(Br)cc1 (stereo not given),-8.9%,46.1%,-3.3%,?,0.3%,17.3%,16.5%,10.6%,10.4%,-4.6%
COc1ccccc1N(CC(=O)NC1CCCC1)C(=O)CCCC(=O)Nc1ccccn1,21.3%,-15.9%,1.5%,-1.5%,-1.1%,12.8%,1.7%,1.4%,-13.9%,4.2%
O=C(/C=C/Nc1cccc(F)c1)c1ccco1,?,-0.4%,3.16µM*,2.13µM*,-2.3%,?,2.51µM*,?,?,?
O=C(COc1ccccc1[N+](=O)[O-])Nc1cccc(C(=O)Nc2ccccc2C(=O)O)c1,-5.3%,6.6%,-12.6%,-8.4%,11.3%,-11.6%,2.5%,-1.7%,6.0%,-5.8%
CCOC(=O)c1[nH]c(C)c(C(=O)C(C)C)c1C,20.5%,69.4%,?,?,.,25.5%,9.2%,19.7%,1.8%,11.2%
Cc1ccc(-c2cccc(-c3cc(=O)oc4ccc(C(C)(C)C)cc34)c2)cc1,-1.0%,-2.0%,2.0%,.,26.5%,2.2%,.,.,.,12.7%
O=C(N[C@H]1C/C=C\C[C@@H](CC(=O)N(CCO)Cc2ccccc2)C(=O)NC[C@H](c2ccccc2)OC1=O)OCC1c2ccccc2-c2ccccc21,.,-56.4%,-7.2%,.,?,.,.,.,.,-8.7%
Cc1ccc2nc(NCc3ccccc3)[nH]c2c1,?,-34.7%,11.2µM*,9.53µM*,-7.6%,40.2%[10 µM],?,21.9%,-3.3%,?
CCc1c(C(=O)Nc2ccc(OC)c(Cl)c2)[nH]c(C)c1C(C)=O,-1.1%,-29.3%,0.5%,?,.,-19.8%,-1.1%,-1.4%,-9.2%,1.4%
Cc1cccc(Nc2ncccc2C(=O)NCc2cccs2)c1C,10.8%,-46.9%,-1.3%,-2.6%,4.0%,-7.8%,0.4%,0.3%,0.7%,-3.7%
Cc1nc(C)c(CC(=O)N2CCc3c([nH]c4ccccc34)C2c2ccccn2)s1 (stereo not given),-7.2%,-39.2%,-0.2%,-11.1%,5.8%,2.4%,1.7%,-2.6%,1.5%,-2.4%
Cc1ccc(Nc2nnc(SCC(=O)Nc3ncc(C(F)(F)F)cc3Cl)s2)cc1,-14.0%,-35.2%,3.2%,?,2.2%,-19.6%,2.1%,-2.3%,-3.9%,7.9%
C=CCOc1c(CNC2CCCC2)cc(Cl)cc1OC,0.9%,-32.2%,-7.0%,-0.5%,-4.8%,-9.5%,-7.3%,-1.7%,-9.2%,0.2%
C[C@H](CO)N1C[C@H](C)[C@@H](CN(C)S(=O)(=O)c2ccccc2)Oc2ccc(NS(=O)(=O)c3ccc(F)cc3)cc2C1=O,.,-2.4%,1.5%,.,?,.,.,.,.,-0.2%
COc1cccc(-n2cnc(=O)c3cccnc32)c1,-6.7%,26.0%,5.1%,1.2%,-5.1%,-4.8%,1.0%,-1.9%,7.4%,2.4%
COc1ccc([N+](=O)[O-])cc1NS(=O)(=O)c1ccccc1,-16.9%,-15.5%,-0.9%,10.9%,-2.1%,18.0%,7.4%,5.2%,.,16.4%
O=C(COC(=O)CSc1ccc(F)cc1)NNC(=O)c1ccc([N+](=O)[O-])cc1,.,-1.5%,1.7%,-2.6%,2.9%,.,3.6%,-0.9%,.,-8.2%
Cc1c(C(=O)N2CCCCC2)nnn1-c1nonc1N,-0.8%,15.0%,1.5%,6.1%,1.1%,-0.9%,-10.9%,1.5%,-3.3%,2.5%
CCOc1ccc(S(=O)(=O)NCCCN2CCOCC2)c2ccccc12,-5.8%,-20.9%,0.1%,5.7%,-0.3%,-1.3%,3.2%,-6.0%,-5.9%,-8.3%
N=c1ccn(Cc2ccc(Cl)cc2Cl)cc1,-24.0%,-60.2%,-21.1%,3.2%,-10.9%,23.4%,-35.9%[inhibitor],-32.4%[inhibitor],0.3%,-6.7%
CCO[C@@H]1OC(C(=O)NC2CC2)=C[C@H](c2ccc(Br)cc2)[C@H]1CCCO,-16.4%,6.1%,-0.2%,-0.3%,-5.5%,13.1%,-5.2%,-0.7%,-4.7%,-1.3%
COc1ccc(NC(=O)Cn2c(NCC(C)O)nc3ccccc32)cc1Cl (stereo not given),3.5%,-4.9%,4.1%,-6.8%,15.3%,9.8%,?,0.4%,-2.5%,5.5%
CC1OC(OCC2OC(Oc3c(-c4ccc(O)cc4)oc4cc(O)cc(O)c4c3=O)C(O)C(O)C2O)C(O)C(O)C1O (stereo not given),1.6%,4.9%,-0.3%,-2.2%,8.6%,1.0%,14.5%,2.5%,?,2.4%
COc1ccc(-c2cc(CNC(=O)CN(C)Cc3ccccc3)on2)cc1,7.5%,-14.2%,-0.3%,-18.1%,0.3%,6.6%,4.0%,6.4%,-9.0%,0.2%
O=C(/C=C/c1cccs1)c1ccc(N2CCOCC2)cc1,14.1µM*,?,?,0.239µM*,?,7.94µM*,2.24µM*,3.55µM*,19.8%,14.4%
Clc1ccccc1CN1CCN(/N=C/C=C/c2ccco2)CC1,8.6%,?,7.5%,23.9µM*,1.8%,?,?,26.6%,5.1%,11.8%

# Assay outcomes (PubChem)

# No enrichment for hits. About 13% of those tested had a hit in this group.
